# Bioassay records as filed in PubChem BioAssay.
# APE1 inh: inhibitors of human APE1 endonuclease | P27695 | recombinant APE1, TAMRA/BHQ-2 abasic DNA cleavage fluorescence | Potency, µM (series often up to 65.8 µM), for inactives: top-dose activity change, negative = inhibition, actives largely listed as inhibitors | actives 0.35% (n = 350,000);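 further: potency means the concentration at half of the fitted maximal effect; plate controls were vehicle for no effect and reference inhibitor for full effect; nearly all actives have a fitted effect of over 55% in size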
#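 Measures dequenching upon AP-site incision of a 5'-TAMRA/3'-BHQ-2 THF-containing duplex, 50 nM; human APE1 0.75 nM after 15 min room-temperature exposure to compound; kinetic three-point read at one-minute spacing.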
# POLK inh: DNA polymerase kappa (human) inhibition | purified Pol kappa, fluorescent DNA synthesis assay, 10 min | Potency, µM (top dose mostly 107 µM), for inactives: at the highest dose activity, negative = inhibition, actives largely listed as inhibitors | actives 0.53% (n = 400,000) | AID 588579; further: potency means the concentration at half of the fitted maximal effect; on the % scale 0 is the no-effect control and ±100 the full control effect
# Target sequence (Q9UBT6 whole entry, looked up): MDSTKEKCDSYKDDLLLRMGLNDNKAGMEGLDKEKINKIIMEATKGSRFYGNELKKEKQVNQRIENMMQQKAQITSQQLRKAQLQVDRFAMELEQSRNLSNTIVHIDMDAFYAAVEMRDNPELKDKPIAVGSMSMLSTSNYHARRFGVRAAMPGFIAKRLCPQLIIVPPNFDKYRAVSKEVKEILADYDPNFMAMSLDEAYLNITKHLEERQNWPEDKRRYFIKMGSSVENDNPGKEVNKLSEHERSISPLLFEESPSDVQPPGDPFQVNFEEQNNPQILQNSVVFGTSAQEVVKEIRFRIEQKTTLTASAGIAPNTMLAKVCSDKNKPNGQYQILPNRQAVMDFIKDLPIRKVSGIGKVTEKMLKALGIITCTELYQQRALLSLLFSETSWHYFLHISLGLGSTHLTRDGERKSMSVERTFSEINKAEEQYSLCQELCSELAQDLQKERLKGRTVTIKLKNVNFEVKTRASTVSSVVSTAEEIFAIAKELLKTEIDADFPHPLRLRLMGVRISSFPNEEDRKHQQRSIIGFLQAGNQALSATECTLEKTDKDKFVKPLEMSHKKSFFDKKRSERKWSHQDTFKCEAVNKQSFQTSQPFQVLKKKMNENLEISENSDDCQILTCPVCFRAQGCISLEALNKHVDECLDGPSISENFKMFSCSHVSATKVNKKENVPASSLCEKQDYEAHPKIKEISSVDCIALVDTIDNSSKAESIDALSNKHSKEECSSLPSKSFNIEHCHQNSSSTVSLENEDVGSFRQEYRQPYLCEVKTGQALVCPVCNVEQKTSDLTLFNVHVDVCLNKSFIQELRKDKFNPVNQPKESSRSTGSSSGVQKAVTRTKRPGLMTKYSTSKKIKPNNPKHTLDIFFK
#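 Here, compound and 10 nM enzyme are combined for 15 min at room temperature; adding 50 nM substrate (final) starts DNA synthesis, tracked by fluorescence at 0 and 10 min against buffer-only wells.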
# 12-LOX inh: blocks human arachidonate 12S-lipoxygenase; actives 1.1% (n = 580,000); P18054; Potency, µM (highest dose often 108 µM), for inactives: at the highest dose activity change, negative = inhibition, hits mostly inhibitors; purified 12hLO, xylenol orange hydroperoxide absorbance; further: potency means the concentration at half of the fitted maximal effect; on the % scale 0 is the no-effect control and ±100 the full control effect
#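 Hydroperoxide product was detected by ferrous iron/xylenol orange as the 573 to 405 nm absorbance ratio. Arachidonic acid at 40 uM (final) was turned over for 30 min at room temperature by 150 nM human 12hLO, pH 7.0 Hepes buffer, after 15 min compound preincubation.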
# TRHR ag: activates the human TRH receptor; activation, % at 2 µM; actives 0.18% (n = 360,000); P34981; TRHR cells, calcium flux fluo-8, FDSS agonist mode; AID 493084; in the data active means activation above about 30%; further: 0% is about no effect
#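 TRHR-expressing cells, plated overnight in medium with 10% serum, were loaded with fluo-8 calcium dye at room temperature. After a 10 s baseline, library compound was pin-added and calcium release was recorded kinetically (ex 480/em 530) as agonist response.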
# Pol beta inh: inhibitors of human DNA polymerase beta; P06746; Pol beta primer extension/strand displacement, fluorescence kinetic; Potency, µM (series often up to 114 µM), without a hit: top-dose activity change, negative = inhibition, hits mostly inhibitors; actives 1.3% (n = 340,000); further: potency means the concentration at half of the fitted maximal effect; on the % scale 0 is the no-effect control and ±100 the full control effect
#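 Human Pol beta at 10 nM; strand-displacement substrate 50 nM final. Compound exposure 15 min at room temperature before start, reaction 10 min at room temperature.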
# BLM inh: blocks DNA unwinding by human BLM helicase; Potency, µM (highest dose often 56.1 µM), inactives show at the highest dose activity change, negative = inhibition, actives largely listed as inhibitors; P54132; recombinant BLM DNA unwinding, fluorescence dequenching; AID 2528; actives 0.2% (n = 350,000);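 further: potency means the concentration at half of the fitted maximal effect; plate controls were vehicle for no effect and no enzyme for full effect; nearly all actives have a fitted effect of over 35% in size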
# POLI inh: blocks human DNA polymerase iota activity; Q9UNA4; Pol iota fluorescent replication assay, 10 min; Potency, µM (top dose mostly 115 µM), for the others: at the top dose activity, negative = inhibition, actives largely listed as inhibitors; actives 1% (n = 390,000); AID 588590; further: potency means the concentration at half of the fitted maximal effect
#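 Fluorescent replication assay read twice, at 0 min and 10 min after adding 50 nM (final) substrate. Enzyme (10 nM) and compounds were first incubated 15 min at room temperature; enzyme-free buffer wells were negative controls.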
# Apoferritin bind: binds horse apoferritin like a general anesthetic. P02791. apoferritin/1-aminoanthracene competitive binding, fluorescence. Potency, µM (highest dose often 77.5 µM), for inactives: top-dose activity change, negative = displacement, actives largely listed as inhibitors. actives 0.074% (n = 350,000). AID 485281; further: potency means the concentration at half of the fitted maximal effect; on the % scale 0 is the no-effect control and ±100 the full control effect; nearly all actives have a fitted effect of over 20% in size
# Target sequence (P02791 2-175 limits assumed): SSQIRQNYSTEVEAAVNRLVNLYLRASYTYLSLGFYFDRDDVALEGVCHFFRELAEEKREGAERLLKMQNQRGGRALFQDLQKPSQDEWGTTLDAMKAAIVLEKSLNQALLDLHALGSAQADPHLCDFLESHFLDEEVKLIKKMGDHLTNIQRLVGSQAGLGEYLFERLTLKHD
#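 Steps: apoferritin (10 uM) was premixed with half-saturated 1-AMA in PBS, compounds were pin-transferred, plates stood 10 min at room temperature, fluorescence was read at 380/535 nm, and curves were fitted with a Hill equation.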
# ERG-DNA inh: blocks human ERG Ets domain binding to DNA; P11308; fluorescence polarization, His-ERG Ets domain / labelled DNA; Potency, µM (series often up to 76.9 µM), for the others: top-dose FP activity, negative = inhibition, hits mostly inhibitors; actives 0.028% (n = 370,000); active means well fitted inhibition curve with a large enough effect in the polarisation, with a control signal flat; inconclusive means small, poorly fitted or top-dose-only effect, or effect the other way, or a change in a side signal; inactive means no such curve, though single readings can be large or run the other way; the % refers to the polarisation;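 further: polarization taken with two DNA probes labelled with fluorescein and Texas red; potency means the concentration at half of the fitted maximal effect; % of control where 0% means no effect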
#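 His-tagged ERG Ets domain (1 uM in the protein solution; 300mM KCl, 50mM Tris-HCl, 1mM EDTA, 1mM DTT, pH 7.5) received compound, then a probe mix of 5 nM fluorescein-DNA and 100nM Texas-615-DNA. Fluorescence polarization was read for both dyes.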
# * marks the source's active call; other numbers are inactive results; u = inconclusive; x = no result given; & = joins results of further samples; [ ] = dose if it differs, or a comment. Unless noted, the call rests on the fitted dose curve; in most records, active means well fitted curve in the direction sought with a large enough effect; inconclusive means small, poorly fitted or top-dose-only effect, or another doubt; inactive means no such curve, though single readings can be large; an effect the other way counts as inactive or inconclusive. This is a subset (hit frequency here may not be typical).
SMILES,APE1 inh,POLK inh,12-LOX inh,TRHR ag,Pol beta inh,BLM inh,POLI inh,Apoferritin bind,ERG-DNA inh
CCOC(=O)c1cccc(NC(=O)Cn2cc3c(n2)CCC(C)C3)c1 (stereo not drawn),16.1%,-26.0%,396.9%[activator],0.1,9.7%,-1.5%,-13.1%,-1.1%,5.2%
CN(C)S(=O)(=O)NCC1CCCN(Cc2ccc(-c3ccccc3)cc2)C1 (stereo not drawn),0.8%,-0.9%,12.3%,0.8,u,4.3%,17.0%,-12.1%,2.5%
CSCCC(NC(=O)c1ccc([N+](=O)[O-])cc1Cl)C(=O)OC(C)C(=O)NCc1ccco1 (stereo not drawn),30.8%,-4.5%,-11.8%,0.1,x,x,1.0%,x,-8.7%
Cc1cccc2c(=O)cc(C)n(CC(=O)N3CCOCC3)c12,-3.7%,-4.2%,u,1.6,15.0%,-1.7%,0.1%,-6.6%,-0.7%
Cc1ccc(C2=C(CC(=O)O)C(=O)CC2)cc1,23.2%,-9.6%,-1.8%,2.4,-14.3%,2.2%,15.6%,0.6%,-0.5%
O=c1c(-c2ccc(F)cc2)nc2cnc(N3CCNCC3)nc2n1Cc1cccs1,12.1%,0.1%[60.1 µM],u,x,x,-8.5%,x,x,x
COc1ccc(NC(=O)Nc2ccc(C(C)C)cc2)cc1,-4.4%,5.4%,7.5%,-0.4,8.4%,-5.0%,58.2%[activator],-1.9%,-4.3%
CCn1c(=O)n(CC)c2cc(S(=O)(=O)Nc3c(C)cccc3C)ccc21,-1.9%,-18.0%,-0.5%,-0.2,12.9%,-0.6%,u,-9.6%,-6.6%
CNC(=S)N/N=C/c1cccc(OCc2ccccc2F)c1,7.3%,-0.9%,u,-0.8,-11.6%,-4.7%,120.0%[activator],6.5%,-6.1%
CCc1c(-c2ccccc2)nc2ccccc2c1C(=O)NCc1ccc(C)cc1,x,-7.6%[60.1 µM],0.0%,-0.2,3.4%,-7.3%,-5.3%,u,1.4%
CCCn1nnnc1NCc1cccc(OC)c1OC,-2.8%,0.0%,0.0%,0.7,22.1%,-7.5%,79.0%[activator],-10.3%,-0.9%
CCOc1ccc(-c2cc(C(=O)O)c3ccccc3n2)cc1,8.7%,-4.1%,u,0.1,24.0%,-12.5%,-5.4%,3.8%,-3.1%
CC1CCCN(S(=O)(=O)c2ccc(NC(=O)[C@@H]3CCCN3C(=O)c3cccs3)cc2)C1 (stereo partly drawn),-4.1%,7.4%,-14.0%,-0.3,x,x,-10.0%,x,20.1%
CCCn1c(SCC(=O)c2cc(OC)ccc2OC)nnc1C(C)C,-0.1%,-12.7%,u,0.2,-1.1%,2.2%,2.2%,-20.3%,4.3%
CN(C)S(=O)(=O)c1ccc(Cl)c(C(=O)NCc2ccco2)c1,5.9%,7.6%,24.0%,0.9,-10.7%,1.7%,-10.5%[58.9 µM],-11.5%,8.1%
CCc1ccccc1N(C(C)=O)c1nc(CN=C=S)cs1,-2.8%,-6.8%,-9.7%,1.1,0.5%,0.4%,19.2%,-11.5%,5.6%
O=C(CSc1nc2ccccc2s1)NC1CCS(=O)(=O)C1 (stereo not drawn),0.4%,6.3%,-21.2%,-0.4,-11.8%,-0.7%,17.7%,-4.8%,-3.6%
CCc1ccc(S(=O)(=O)c2cn(Cc3ccccc3)c3cc(F)c(F)cc3c2=O)cc1,x,-12.2%,-31.2%,0.6,17.3%,-10.3%,18.5%,-2.4%,-3.0%
CCc1ccc(CNC(=O)C2Cc3cc(S(=O)(=O)N4CCCC4)ccc3N2C(C)=O)cc1 (stereo not drawn),1.0%,-19.7%,-9.8%,-1.1,29.4%,-0.3%,-15.9%,-11.5%,-11.8%
O=C1CCCN1CCCNC(=S)Nc1ccc(Cl)cc1Cl,-0.1%,-13.5%,-5.3%,-0.5,12.5%,-0.1%,32.6%[activator],-4.0%,5.0%
CCc1cccc(NC(=O)CSc2ncc3c(n2)-c2ccccc2N(CC)S3(=O)=O)c1,x,6.1%,-29.6%,0.9,1.9%,-9.5%,51.6%[activator],1.0%,-4.1%
CN1CCN(Cc2nc3cc(NC(=O)COc4ccc([N+](=O)[O-])cc4)ccc3n2C)CC1,59.5%,-0.4%,5.6%,0.8,11.2%,-3.3%,21.4%,-1.3%,0.8%
O=[N+]([O-])c1ccc2c(c1)Nc1nc3ccccc3nc1N2,16.4%,-16.5%,0.0%,3.0,-4.9%,-7.6%,8.3%,-5.9%,9.0%
O=P(CCO)(c1ccccc1)c1ccccc1,17.4%,-4.0%,19.4%,0.4,6.6%,-7.2%,72.1%[activator],-0.6%,0.3%
CCS(=O)(=O)N1CCC(C(=O)N2CCOCC2)CC1,-0.7%,-1.1%[60.1 µM],4.8%,0.4,-3.4%,-9.7%,8.3%,8.3%,x
Nc1ncnc2c1ncn2[C@@H]1O[C@H](CNCc2ccc(OCC(=O)Nc3nccs3)cc2)[C@@H](O)[C@H]1O,30.4%,18.6%,-0.4%,x,x,x,8.6%,x,-16.2%
COc1ccc2c3n(nc2c1)CCN=C3c1ccc(C)cc1,4.7%,7.6%,-29.7%,0.1,x,x,59.7%[activator],x,-1.1%
COc1cc(NC(=O)c2noc(C)c2[N+](=O)[O-])c(OC)cc1Cl,59.3%[activator],-8.1%,4.4%,0.1,-5.7%,1.2%,-12.1%,-14.6%,u
Cc1ccc(NC(=O)CCNS(=O)(=O)c2ccccc2F)cc1S(=O)(=O)N1CCOCC1,-9.2%,-10.6%,-0.4%,-0.6,x,x,-6.5%,x,15.8%
CC(C)C(=O)Nc1ccnc(-c2cccnc2)n1,-0.8%,1.8%,1.6%,-0.1,7.6%,-0.2%,u,-4.7%,1.0%
CCCCCCCCCCCCCCCCCC(=O)OCC(C)O (stereo not drawn),u,u,x,x,x,-5.6%,x,-3.8%,x
Cc1cc(=O)[nH]c(SCn2nnc3ccccc3c2=O)n1,0.1%,-1.7%,u,0.0,25.8%,1.9%,26.0%,-18.3%,1.3%
COc1cc2nc(CN(C)Cc3nc4ccccc4c(=O)[nH]3)[nH]c(=O)c2cc1OC,4.1%,-13.8%,-6.3%,0.2,0.6%,5.0%,30.0%[activator],-0.6%,1.0%
Cc1cc2ccccc2c(=O)n1CC(=O)NCC(=O)N1CCCC1,0.9%,-3.5%,0.0%,0.0,21.2%,1.0%,22.5%,-5.2%,5.0%
Cc1ccc2c(c1)N(CC(=O)N(Cc1ccccn1)Cc1ccco1)C(=O)C(C(C)C)O2 (stereo not drawn),-0.1%,-16.7%,u,-0.1,2.1%,-5.5%,5.2%,u,0.0%
Cc1ccc(C)c(N2CCN(C(=O)CCS(=O)(=O)c3cc(Br)cc4c3N(C(=O)C3CC3)CC4)CC2)c1,x,4.6%,u,-0.3,3.6%,-4.4%,-5.7%,-1.5%,18.1%
COC(=O)C1C(c2ccccc2)C(C(=O)OCc2ccco2)C1c1ccccc1 (stereo not drawn),11.1%,-8.7%,20.3%,1.8,1.0%,-16.6%,-15.7%,56.3%[activator],-3.1%
O=C(NC1CCCCCC1)c1cccc(N2CCCC2=O)c1,-1.6%,3.3%,0.0%,-1.6,2.1%,-2.1%,-5.2%,-1.3%,-2.1%
Cc1ccc(N(C(=O)CNC(=O)c2ccco2)C(C(=O)NC2CCCC2)c2cccnc2)cc1 (stereo not drawn),20.9%[12.4 µM],1.8%,-2.6%,0.4,0.9%,1.1%,114.1%[activator],-15.3%,-5.0%
CN(C)CCO[C@@H](c1ccc(Cl)cc1)c1ccccn1,10.2%,11.3%,5.0%,3.4,1.6%,-1.5%,4.5%,-3.5%,6.2%
O=C(OCc1nnc(-c2ccccc2)o1)C1CCN(S(=O)(=O)c2cccs2)CC1,-1.3%,-6.8%,1.8%,0.1,2.2%,-5.1%,4.3%,49.9%[activator],10.6%
O=C(CN1CCC(O)(c2cccc(F)c2)CC1)NCCc1c[nH]c2ccccc12,-2.2%,-10.1%,-14.5%,0.1,-7.9%,2.7%,0.2%,1.1%,3.6%
O=C(c1ccco1)N1CCN=C1SCc1c(F)cccc1Cl,-0.8%,5.7%,-17.6%,-0.3,-8.2%,-5.3%,-12.7%,u,-2.3%
Cc1ccccc1C(=O)Nc1ccnn1C1CCN(C2CCSCC2)CC1,-5.3%,-8.5%,0.0%,0.0,33.1%,2.1%,-1.0%,-3.9%,-5.6%
CC1=C(C(=O)OCc2ccccc2)C(c2cccc([N+](=O)[O-])c2)NC(=O)N1CCCCCC(=O)O (stereo not drawn),0.0%&-5.7%,-17.9%,u,-0.4,6.7%,2.4%&-6.7%,-8.1%,-11.2%&-11.7%,-2.2%
CS(=O)(=O)N(Cc1ccccc1)c1ccc(C(=O)NCC2CCCO2)cc1 (stereo not drawn),13.4%,4.9%,1.9%,0.9,-13.4%,2.3%,16.3%,-5.0%,8.2%

# One compound at a time (already shown).
# O=C(NC1CCCCCC1)c1cccc(N2CCCC2=O)c1 is listed as APE1 inh: -1.6%; POLK inh: 3.3%; 12-LOX inh: 0.0%; TRHR ag: -1.6; Pol beta inh: 2.1%; BLM inh: -2.1%; POLI inh: -5.2%; Apoferritin bind: -1.3%; ERG-DNA inh: -2.1%
# Cc1ccccc1C(=O)Nc1ccnn1C1CCN(C2CCSCC2)CC1 is listed as APE1 inh: -5.3%; POLK inh: -8.5%; 12-LOX inh: 0.0%; TRHR ag: 0.0; Pol beta inh: 33.1%; BLM inh: 2.1%; POLI inh: -1.0%; Apoferritin bind: -3.9%; ERG-DNA inh: -5.6%
